Casp7 inh – caspase-7 (human) inhibition, allosteric or competitive; P55210; AID 889; actives 0.02% (n = 75,000); Potency, µM (top dose mostly 57.5 µM), without a hit: top-dose activity change, negative = inhibition, usual class: inhibitors; recombinant caspase-7, Ac-DEVD-AFC fluorescence rate; active means well fitted inhibition curve with a large enough effect in the main read-out, with a control signal flat, not every such curve was filed as active; inconclusive means small, poorly fitted or top-dose-only effect, or a change in a side signal; further: potency means the concentration at half of the fitted maximal effect; % of control where 0% means no effect
Luciferase inh – firefly luciferase inhibition; P08659; purified firefly luciferase, luminescence, 8 min; Potency, µM (series often up to 57.1 µM), inactives show top-dose activity change, negative = inhibition, most hits filed as inhibitors; actives 2.2% (n = 72,000); AID 411; further: potency means the concentration at half of the fitted maximal effect; on the % scale 0 is the no-effect control and ±100 the full control effect; nearly all actives have a fitted effect of over 40% in size
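Compounds were tested as concentration series (qHTS) against purified P. pyralis luciferase with luciferin and 10 uM ATP in 50 mM imidazole pH 7.2, 50 mM KCl, 7 mM MgCl2, 0.01% Tween 20, 0.05% BSA. Luminescence was read after 8 min at ambient temperature.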
A350 fluor – compounds fluorescent in Alexa 350 spectral region | Compound autofluorescence, 340/450 nm, Alexa 350 dye-equivalents; hits give high values | max dye-equivalent concentration, M | actives 11% (n = 59,000) | AID 590; in the data active means max dye-equivalent concentration above about 10 nM; inconclusive means mostly about 1.1 nM to 9.6 nM
TexasRed autofl – Texas Red region autofluorescence; max dye-equivalent concentration, M; actives 0.06% (n = 59,000); Compound fluorescence, Texas Red channel, 547/618 nm; hits give high values; in the data active means max dye-equivalent concentration above about 10 nM; inconclusive means between about 1.1 nM and that limit
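Spectral interference profiling: each compound concentration's relative fluorescence, read with a 547 nm excitation and 618 nm emission filter pair, was normalized to a per-plate Texas Red standard curve.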
Fluorescein fluor – fluorescein region autofluorescence; Compound autofluorescence, 480/540 nm, fluorescein-equivalent; hits give high values; max fluorescein-equivalent concentration, M; actives 0.91% (n = 59,000); AID 593; in the data active means max fluorescein-equivalent concentration above about 10 nM; inconclusive means between about 1.1 nM and that limit
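Compounds were pin-transferred into 100 mM Tris buffer, pH 8.0, and incubated 15 min at room temperature. Fluorescence was read at 480 nm excitation/540 nm emission. Signals were normalized to an on-plate six-point fluorescein standard curve as dye-equivalent concentration.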
Tau filament bind – binders of human tau filaments | recombinant tau filaments, thioflavin S fluorescence, 15 h; filaments grown with octadecylsulfate alongside compound | P10636 | actives 2% (n = 71,000) | AID 596 | Potency, µM (top dose mostly 57.1 µM), for inactives: top-dose activity change, negative = inhibition;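 further: potency means the concentration at half of the fitted maximal effect; on the % scale 0 is the no-effect control and ±100 the full control effect; actives lower thioflavin S fluorescence by blocking filaments or displacing dye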
Target sequence (P10636 whole entry, looked up): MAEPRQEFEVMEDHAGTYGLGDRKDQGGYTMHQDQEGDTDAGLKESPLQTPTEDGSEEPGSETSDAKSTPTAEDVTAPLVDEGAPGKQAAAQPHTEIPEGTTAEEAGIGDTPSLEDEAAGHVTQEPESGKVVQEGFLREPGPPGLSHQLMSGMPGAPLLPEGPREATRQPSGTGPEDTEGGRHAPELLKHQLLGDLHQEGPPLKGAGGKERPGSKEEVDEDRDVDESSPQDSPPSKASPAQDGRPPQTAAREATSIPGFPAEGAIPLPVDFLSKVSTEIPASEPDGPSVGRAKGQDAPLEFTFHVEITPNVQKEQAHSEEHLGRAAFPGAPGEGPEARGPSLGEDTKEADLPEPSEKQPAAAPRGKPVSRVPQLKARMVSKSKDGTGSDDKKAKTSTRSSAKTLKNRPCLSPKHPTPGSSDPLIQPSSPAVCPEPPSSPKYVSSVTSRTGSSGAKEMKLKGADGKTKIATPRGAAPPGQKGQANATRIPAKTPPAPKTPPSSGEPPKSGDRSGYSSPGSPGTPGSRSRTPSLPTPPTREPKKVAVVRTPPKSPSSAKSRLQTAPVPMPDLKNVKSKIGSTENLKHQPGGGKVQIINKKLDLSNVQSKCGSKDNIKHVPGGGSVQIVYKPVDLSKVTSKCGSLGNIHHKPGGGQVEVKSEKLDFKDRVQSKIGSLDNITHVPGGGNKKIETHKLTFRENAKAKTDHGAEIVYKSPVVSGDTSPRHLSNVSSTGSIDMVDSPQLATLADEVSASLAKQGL
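His-tagged recombinant human tau (exons 2, 3 and 10 included), 1 uM, was induced to fibrillize by 30 uM sodium octadecylsulfate with compound present. After 15 h at 37 C, thioflavine S fluorescence (ex 450, em 510 nm) was read.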
4MU fluor – compound fluoresces in the 4-MU spectral region; compound autofluorescence, 340/450 nm, 4-MU equivalents; hits give high values; max dye-equivalent concentration, M; actives 11% (n = 59,000); AID 589; in the data active means max dye-equivalent concentration above about 10 nM; inconclusive means mostly about 1.1 nM to 9.6 nM
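Compounds in 100 mM Tris, pH 8.0, sat 15 min at room temperature before fluorescence was read at 340 nm excitation/450 nm emission; a per-plate six-point 4-MU standard curve converted signals to dye-equivalent concentration at each compound concentration.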
HEK293 cAMP ctrl – parental HEK293 cAMP activation (counter-screen); parental HEK293 CNG cAMP sensor, membrane potential fluorescence; Potency, µM (highest dose often 57.1 µM), for inactives: top-dose activation, most hits filed as activators; actives 2.5% (n = 73,000); AID 938; further: potency means the concentration at half of the fitted maximal effect; % of control where 0% means no effect; nearly all actives have a fitted effect of over 55% in size
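Counterscreen for endogenous-receptor signalling: CNG-channel HEK 293 cells report cAMP rise by membrane depolarization. After 60 min dye equilibration with 100 uM RO 20-1724, compounds incubated 30 min before bottom-read fluorescence at 590 nm.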
ERK AVP block – vasopressin-driven ERK pathway inhibition | actives 0.99% (n = 72,000) | HEK293-V1b, vasopressin-stimulated pERK AlphaScreen | Potency, µM (titrated, usually from 57.5 µM), without a hit: at the top dose activity, negative = inhibition, actives largely listed as inhibitors; further: potency means the concentration at half of the fitted maximal effect; on the % scale 0 is the no-effect control and ±100 the full control effect; nearly all actives have a fitted effect of over 55% in size
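V1b-HEK293 cells; cpd 30 min 37C; 25 nM vasopressin 5 min; lyse 10 min; AlphaScreen beads 5 hr RT. Normalized to DMSO basal and 25 nM vasopressin; AC50 by Hill fit.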
Casp1 inh – blocks human caspase-1 allosterically or competitively. Caspase-1 enzyme, Ac-WEHD-AFC fluorogenic rate. Potency, µM (highest dose often 57.5 µM), for the others: top-dose activity change, negative = inhibition, actives largely listed as inhibitors. actives 0.03% (n = 75,000);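 further: potency means the concentration at half of the fitted maximal effect; plate controls were vehicle for no effect and no substrate for full effect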
Target sequence (P29466 120-297 limits assumed): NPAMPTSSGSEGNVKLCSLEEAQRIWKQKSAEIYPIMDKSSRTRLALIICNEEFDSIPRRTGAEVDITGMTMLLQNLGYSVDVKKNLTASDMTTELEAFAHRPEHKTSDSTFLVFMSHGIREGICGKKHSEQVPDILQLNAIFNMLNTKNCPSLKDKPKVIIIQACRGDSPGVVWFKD
Target sequence (P29466 317-404 limits assumed): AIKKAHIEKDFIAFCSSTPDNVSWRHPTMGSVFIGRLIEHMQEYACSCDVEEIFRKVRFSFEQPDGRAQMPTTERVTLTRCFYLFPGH
Rhodamine fluor – compound fluoresces in the rhodamine spectral region; Rhodamine-region fluorescence, 547/598 nm, Tris buffer; hits give high values; max dye-equivalent concentration, M; actives 0.05% (n = 59,000); in the data active means max dye-equivalent concentration above about 11 nM; inconclusive means between about 1.1 nM and that limit
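Intensities are converted to rhodamine-equivalent concentration using a six-point rhodamine standard on each plate. Compounds sit 15 min at room temperature in 100 mM Tris buffer, pH 8.0; read uses the 547/598 nm excitation/emission pair.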
Starred values were filed as active, the others as inactive; [ ] = dose if it differs, or a comment. Unless noted, the call rests on the fitted dose curve; in most records, active means well fitted curve in the direction sought with a large enough effect; inconclusive means small, poorly fitted or top-dose-only effect, or another doubt; inactive means no such curve, though single readings can be large; an effect the other way counts as inactive or inconclusive. These rows are one share of the data; rates above refer to the full screens.

For CC(=O)N1c2c(cc(Br)cc2S(=O)(=O)NCc2ccc3c(c2)OCO3)CC1C (stereo not given) the results were Casp7 inh -1.4%, Luciferase inh 2.2%, A350 fluor inactive, TexasRed autofl inactive, Fluorescein fluor inactive, Tau filament bind -2.4%, 4MU fluor inactive, HEK293 cAMP ctrl 9.7%, ERK AVP block -10.5%, Casp1 inh 3.1% and Rhodamine fluor inactive.
For Cc1ccc(S(=O)(=O)CCc2ccccn2)cc1 the results were Casp7 inh 0.6%, Luciferase inh 1.6%, A350 fluor inactive, TexasRed autofl inactive, Fluorescein fluor inactive, Tau filament bind -2.7%, 4MU fluor inactive, HEK293 cAMP ctrl 7.2%, ERK AVP block -1.2%, Casp1 inh 0.8% and Rhodamine fluor inactive.
For CCOc1c(S(=O)(=O)N2CCCC2)ccc(Cl)c1Cl the results were Casp7 inh -0.7%, Luciferase inh 4.8%, A350 fluor inactive, TexasRed autofl inactive, Fluorescein fluor inactive, Tau filament bind -3.1%, 4MU fluor inactive, HEK293 cAMP ctrl 11.6%, ERK AVP block inconclusive, Casp1 inh -1.1% and Rhodamine fluor inactive.
Cc1ccc(-n2ncc3c(NCCCN4CCCC4=O)ncnc32)c(C)c1 was read as Luciferase inh 0.8%[25.5 µM], A350 fluor inactive, TexasRed autofl inactive, Fluorescein fluor inconclusive, 4MU fluor inactive and Rhodamine fluor inactive.
`Cn1cnnc1SCC(=O)Nc1sc2c(c1C(N)=O)CCC2` gave Casp7 inh -25.5%, Luciferase inh -1.9%, A350 fluor inactive, TexasRed autofl inactive, Fluorescein fluor inactive, Tau filament bind -12.5%, 4MU fluor inactive, HEK293 cAMP ctrl -3.6%, ERK AVP block 13.4%, Casp1 inh -6.1% and Rhodamine fluor inactive.
`FC(F)(F)c1cc(-c2ccco2)nc(NCc2ccco2)n1` gave Casp7 inh -7.7%, Luciferase inh -0.6%, A350 fluor inconclusive, TexasRed autofl inactive, Fluorescein fluor inconclusive, Tau filament bind -25.4%, 4MU fluor inconclusive, HEK293 cAMP ctrl inconclusive, ERK AVP block 35.1%[activator], Casp1 inh -9.5% and Rhodamine fluor inactive.
`COc1cccc(-c2nnc(SCCC(=O)O)n2C)c1` gave Casp7 inh 2.7%, Luciferase inh 4.5%, A350 fluor inactive, TexasRed autofl inactive, Fluorescein fluor inactive, Tau filament bind -9.8%, 4MU fluor inactive, HEK293 cAMP ctrl 2.4%, ERK AVP block 6.9%, Casp1 inh -0.2% and Rhodamine fluor inactive.
For O=C(NCCc1ccccc1)C1CCCN(S(=O)(=O)c2cccc3nonc23)C1 (stereo not given) the results were Casp7 inh -0.8%, Luciferase inh 0.4%, A350 fluor inactive, TexasRed autofl inactive, Fluorescein fluor inconclusive, Tau filament bind 27.9%, 4MU fluor inactive, HEK293 cAMP ctrl 10.3%, ERK AVP block 2.1%, Casp1 inh -0.8% and Rhodamine fluor inactive.
Screening COC(=O)CCCCCN1C(=O)NC(c2ccc(-c3ccccc3)cc2)C(C(=O)OCc2ccccc2)=C1C (stereo not given) returned Casp7 inh -2.3%, Tau filament bind -3.4%, HEK293 cAMP ctrl 7.3%, ERK AVP block -10.9% and Casp1 inh 0.6%.
Cc1ccc(-n2c(=O)[nH]c3c(C(N)=O)nc(-c4ccc(C)o4)nc32)cc1 was read as Casp7 inh -14.7%, Luciferase inh 0.5%, A350 fluor 2.14e-08M*, TexasRed autofl inactive, Fluorescein fluor inactive, Tau filament bind 434.8%, 4MU fluor 2.19e-08M*, HEK293 cAMP ctrl 0.8%, ERK AVP block -3.4%, Casp1 inh -13.5% and Rhodamine fluor inactive.
`Cc1nnc(SCCn2c(N3CCCC(C)C3)nc3c2c(=O)[nH]c(=O)n3C)s1` (stereo not given) gave Casp7 inh -1.2%, Luciferase inh 2.3%, A350 fluor inactive, TexasRed autofl inactive, Fluorescein fluor inconclusive, Tau filament bind 2.2%, 4MU fluor inactive, HEK293 cAMP ctrl -6.1%, ERK AVP block -13.4%, Casp1 inh -1.5% and Rhodamine fluor inactive.
CC1CCN(c2nc3c(c(=O)n(C)c(=O)n3C)n2CCSc2ncccn2)CC1 was read as Casp7 inh -1.3%, Luciferase inh 0.7%, Tau filament bind 2.6%, HEK293 cAMP ctrl inconclusive and Casp1 inh -0.9%.
Screening CCOc1ccc(OCC)c(NC(=O)CN2CCN(c3cccc(C)c3C)CC2)c1 returned Casp7 inh 0.0%, Luciferase inh 0.6%, A350 fluor inactive, TexasRed autofl inactive, Fluorescein fluor inconclusive, Tau filament bind 0.6%, 4MU fluor inactive, HEK293 cAMP ctrl 18.3%, ERK AVP block -2.0%, Casp1 inh 0.8% and Rhodamine fluor inactive.
`CCC(OC(=O)c1cc2sccc2n1C)C(=O)NCc1ccco1` (stereo not given) gave Casp7 inh 0.8%, Luciferase inh 2.3%, A350 fluor inactive, TexasRed autofl inconclusive, Fluorescein fluor inactive, Tau filament bind 3.9%, 4MU fluor inactive, HEK293 cAMP ctrl inconclusive, ERK AVP block -2.0%, Casp1 inh 0.2% and Rhodamine fluor inactive.
Screening CCCCC(=O)Nc1nnn(CCC)n1 returned Casp7 inh 2.1%, Luciferase inh 5.5%, A350 fluor inactive, TexasRed autofl inactive, Fluorescein fluor inactive, Tau filament bind 5.3%, 4MU fluor inactive, HEK293 cAMP ctrl 4.7%, ERK AVP block -10.0%, Casp1 inh 1.0% and Rhodamine fluor inactive.
`O=C(OCCN1C(=O)c2ccccc2C1=O)c1cc(S(=O)(=O)N2CCOCC2)ccc1F` gave Casp7 inh -0.9%, Luciferase inh 0.3%, A350 fluor inactive, TexasRed autofl inactive, Fluorescein fluor inactive, Tau filament bind -27.0%, 4MU fluor inactive, HEK293 cAMP ctrl -1.7%, ERK AVP block inconclusive, Casp1 inh -0.8% and Rhodamine fluor inactive.
For COc1ccc(OCC(=O)Nc2ccc(C)cc2)cc1 the results were Casp7 inh 2.6%, Luciferase inh -7.2%, A350 fluor inactive, TexasRed autofl inactive, Fluorescein fluor inactive, Tau filament bind -3.6%, 4MU fluor inactive, HEK293 cAMP ctrl 10.5%, ERK AVP block 7.8%, Casp1 inh -2.6% and Rhodamine fluor inactive.
Screening O=C(CSc1nccn1-c1ccccc1)N1CCc2ccccc21 returned Casp7 inh 1.2%, Luciferase inh -4.0%, A350 fluor inactive, TexasRed autofl inactive, Fluorescein fluor inactive, Tau filament bind 4.7%, 4MU fluor inactive, HEK293 cAMP ctrl 14.5%, ERK AVP block 2.0%, Casp1 inh 0.6% and Rhodamine fluor inactive.
For CN(C)C(=O)COc1ccc2cc(-c3ccccc3)c(=O)oc2c1 the results were Casp7 inh -2.8%, Luciferase inh -15.0%, A350 fluor 3.24e-06M*, TexasRed autofl inactive, Fluorescein fluor inactive, Tau filament bind 8.0%, 4MU fluor 2.54e-06M*, HEK293 cAMP ctrl 4.4%, ERK AVP block -10.2%, Casp1 inh -2.7% and Rhodamine fluor inactive.
Screening CCCCOc1ccc(CN2CCCCC2)cc1 returned Casp7 inh -0.5%, Luciferase inh -2.8%, Tau filament bind -12.8%, HEK293 cAMP ctrl 29.3%, ERK AVP block -0.3% and Casp1 inh -0.7%.
`O=c1c(-c2ccc(F)cc2)nc2cncnc2n1-c1ccccc1` gave Casp7 inh -14.7%, Luciferase inh 0.9%[11.4 µM], A350 fluor inconclusive, TexasRed autofl inactive, Fluorescein fluor inactive, Tau filament bind -1.2%, 4MU fluor inactive, HEK293 cAMP ctrl 11.1%, ERK AVP block inconclusive, Casp1 inh -9.3% and Rhodamine fluor inactive.
CCCOC(=O)c1c(N)sc2c1CCC2 was read as Casp7 inh -2.1%, Luciferase inh 2.0%, Tau filament bind -19.9%, HEK293 cAMP ctrl -9.5%, ERK AVP block -4.6% and Casp1 inh -3.4%.
Screening COc1cccc(-c2nnc(SCC(=O)N3CC(C)CC(C)C3)o2)c1 (stereo not given) returned Casp7 inh -3.3%, Luciferase inh 0.2%, Tau filament bind 30.9%, HEK293 cAMP ctrl 19.8%, ERK AVP block -14.0% and Casp1 inh 2.3%.
Screening Cc1ccccc1-c1nnc(SCc2ccccc2F)o1 returned Casp7 inh -2.1%, Luciferase inh inconclusive, A350 fluor inactive, TexasRed autofl inactive, Fluorescein fluor inactive, Tau filament bind -7.8%, 4MU fluor inactive, HEK293 cAMP ctrl inconclusive, ERK AVP block 10.5%, Casp1 inh 0.4% and Rhodamine fluor inactive.
Screening COc1cc(Cl)ccc1NC(=O)COc1ccccc1C(=O)N1CCN(c2ccc(O)cc2)CC1 returned Casp7 inh -5.6%, Luciferase inh 0.9%, A350 fluor inactive, TexasRed autofl inactive, Fluorescein fluor inactive, Tau filament bind -26.8%, 4MU fluor inactive, HEK293 cAMP ctrl -2.9%, ERK AVP block -8.3%, Casp1 inh -3.2% and Rhodamine fluor inactive.
O=S(=O)(Cc1ccccc1)N1CCC(c2nc(-c3cccs3)no2)CC1 was read as Casp7 inh -31.0%, Luciferase inh -4.8%, A350 fluor inactive, TexasRed autofl inconclusive, Fluorescein fluor inactive, Tau filament bind -10.2%, 4MU fluor inactive, HEK293 cAMP ctrl 26.8%, ERK AVP block 22.0%, Casp1 inh -9.2% and Rhodamine fluor inactive.

High-throughput results from PubChem.
